Screening results: PubChem BioAssay, National Center for Advancing Translational Sciences (NCATS)
KDM5B inhibitor: inhibitors of human KDM5B histone demethylase. AID 1347165. Potency, µM (doses to about 57.7 µM), for the others: at the top dose activity change, negative = inhibition, actives largely listed as inhibitors. KDM5B demethylase, FDH-coupled NADH fluorescence (FDH is formaldehyde dehydrogenase). 2.6% of 220,000 active; active = well fitted inhibition curve with a large enough effect; inconclusive = small, poorly fitted or top-dose-only effect; inactive = no such curve, though single readings can be large or run the other way; also: 0% is about no effect; nearly all actives have a fitted effect of over 70% in size
Target sequence (Q9UGL1 whole entry, looked up): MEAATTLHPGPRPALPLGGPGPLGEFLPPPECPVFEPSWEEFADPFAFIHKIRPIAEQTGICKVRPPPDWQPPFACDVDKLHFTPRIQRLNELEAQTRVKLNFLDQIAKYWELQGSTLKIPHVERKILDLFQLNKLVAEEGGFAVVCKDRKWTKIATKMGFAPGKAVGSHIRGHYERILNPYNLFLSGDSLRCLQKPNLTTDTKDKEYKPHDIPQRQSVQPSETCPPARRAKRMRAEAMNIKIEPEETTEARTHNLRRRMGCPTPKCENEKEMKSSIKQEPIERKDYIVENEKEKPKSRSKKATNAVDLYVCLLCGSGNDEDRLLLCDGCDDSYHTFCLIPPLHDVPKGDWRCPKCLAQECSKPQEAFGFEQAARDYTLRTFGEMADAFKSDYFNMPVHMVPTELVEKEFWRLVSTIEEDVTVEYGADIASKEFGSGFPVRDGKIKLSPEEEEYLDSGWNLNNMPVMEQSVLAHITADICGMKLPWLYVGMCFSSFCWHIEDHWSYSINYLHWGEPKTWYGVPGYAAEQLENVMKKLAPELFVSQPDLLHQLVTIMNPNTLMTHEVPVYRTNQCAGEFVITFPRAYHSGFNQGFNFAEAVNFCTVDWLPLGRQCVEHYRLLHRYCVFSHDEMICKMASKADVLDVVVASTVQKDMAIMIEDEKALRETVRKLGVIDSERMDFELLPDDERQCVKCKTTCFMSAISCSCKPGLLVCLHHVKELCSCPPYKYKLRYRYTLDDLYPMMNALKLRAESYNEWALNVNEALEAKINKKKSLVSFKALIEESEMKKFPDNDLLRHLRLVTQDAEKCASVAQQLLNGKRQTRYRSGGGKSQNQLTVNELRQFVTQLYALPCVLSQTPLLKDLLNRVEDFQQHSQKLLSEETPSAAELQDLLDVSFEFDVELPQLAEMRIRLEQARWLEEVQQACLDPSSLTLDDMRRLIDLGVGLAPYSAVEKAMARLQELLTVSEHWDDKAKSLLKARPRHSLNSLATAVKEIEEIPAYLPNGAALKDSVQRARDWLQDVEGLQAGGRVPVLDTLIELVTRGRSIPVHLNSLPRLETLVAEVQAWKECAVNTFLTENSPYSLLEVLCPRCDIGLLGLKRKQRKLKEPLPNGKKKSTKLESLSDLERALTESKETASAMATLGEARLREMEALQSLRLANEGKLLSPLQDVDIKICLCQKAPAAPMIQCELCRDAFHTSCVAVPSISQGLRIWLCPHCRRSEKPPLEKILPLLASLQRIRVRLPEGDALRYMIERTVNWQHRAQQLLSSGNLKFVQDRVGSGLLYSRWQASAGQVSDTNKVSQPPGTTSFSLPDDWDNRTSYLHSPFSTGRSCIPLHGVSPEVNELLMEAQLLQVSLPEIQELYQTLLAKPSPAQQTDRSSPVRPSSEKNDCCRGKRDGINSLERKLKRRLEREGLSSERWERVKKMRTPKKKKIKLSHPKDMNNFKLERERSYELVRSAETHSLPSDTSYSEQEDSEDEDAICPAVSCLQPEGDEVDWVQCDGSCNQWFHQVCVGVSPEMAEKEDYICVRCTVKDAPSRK
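Coupled FDH/NAD⁺ fluorescence readout. KDM5BΔAP 200 nM final; compound titration, 10 min RT preincubation; substrate mix 12.5 µM H3K4me3, 25 µM 2-OG, 50 µM Fe(II), 100 µM ascorbate, 0.25 mM NAD⁺, 0.25 U/mL FDH; ΔRFU over 30 min.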
Numbers without * were called inactive; ? = inconclusive; & = joins results of further samples; [ ] = another dose, or the depositor's remark. Potency is read from the fitted curve at half-maximal effect.

KDM5B inhibitor	Molecule
?	O=C1Cc2c(-c3cc4ccccc4o3)n[nH]c2CN1Cc1ccccc1
?	O=C(CSc1nc2c([nH]c3ccccc32)c(=O)n1-c1ccc(F)cc1)N1CCCCCC1
-14%	COc1ccc(CN2C(=O)C3(CCOCC3)CC2c2nnnn2C(C)(C)C)cc1 (stereo unspecified)
18%	COc1ccc(OC)c(NC(=O)COC(=O)c2cc(C)nc3ccccc23)c1
-7%	CCc1ccc(NC(=O)Cn2nc3n(c2=O)CCCC3)cc1
-19%&2%	Cc1ccc(CNC(=O)C2CCCN(c3ncnc4onc(-c5ccc(F)cc5)c34)C2)cc1 (stereo unspecified)
12%[86.2 µM]	COCC(=O)N[C@@H]1CCC[C@@H](C(=O)NCc2cc(F)cc(F)c2)CC(=O)N(C)C1
?	CCN(CC)c1ccc(/C=N\NC(=O)c2cccc3cc[nH]c23)cc1
28%	CSc1ccc(Cn2nnc(C(=O)NCCc3ccc(Cl)cc3)c2N)cc1
?	CCn1c(=O)c2cc(C(=O)NC3CCCCCC3)sc2c2ccccc21
8%	Cn1ncc(N2CCN(CC3(O)CNCCOC3)CC2)cc1=O (stereo unspecified)
-1%	COCCN1C(=O)CC[C@]2(C(=O)NCc3cc(F)ccc3F)CCCC[C@@H]12
11%	CC1(C)CC(=O)c2cc(C(=O)Nc3ccccc3Cl)c(=O)n(-c3ccc(Cl)cc3)c2C1
0%	Cc1cc(NC(=O)c2ccc3nc(N4CCCCC4)sc3c2)ccc1Br
-19%	CCNC(=O)N1CCCN(S(C)(=O)=O)C(c2ccccc2)CC(=O)NCC1 (stereo unspecified)
23%	Cc1ccc(C2NC(=O)N(CC(=O)NCc3ccccc3Cl)C3=C2C(=O)OC3)cc1 (stereo unspecified)
3%	Cc1oc2ncn(CC(C)C)c(=O)c2c1C(=O)NCCCN1CCCCC1C (stereo unspecified)
?	CCN(CC)S(=O)(=O)c1ccc2nc(NC(=O)c3ccccc3OC)sc2c1
?	Cc1ccc2nc(C)cc(C(=O)NCc3ccco3)c2c1
11%	CN1CCCN(CCC(=O)N2CCC3(CC2)OCCCC3O)CC1 (stereo unspecified)
-16%	Cc1cc(S(=O)(=O)c2cc3ccccc3oc2=O)ccc1F
?	COc1ccc(-c2cc(-c3ccccc3)nc3c2COc2ccccc2-3)cc1
5%	CCOc1ccccc1NC(=O)COC(=O)CC(C)(C)CC1=NS(=O)(=O)c2ccccc2N1
18%[86.2 µM]	c1cncc(-c2cnc3n[nH]c(-c4ccc5c(c4)OCO5)c3n2)c1
186%[activator]	CCC1(N2CCN(C(=O)c3ccc(Cl)s3)CC2)CCN(S(C)(=O)=O)C1 (stereo unspecified)
8%	CCc1noc(-c2cn(C3CCN(C(=O)c4ccc(C)c(F)c4)CC3)nn2)n1
?	O=C(O)CCCC(=O)N1Cc2ccccc2CC2(CCCN2Cc2ccccc2)C1 (stereo unspecified)
-13%	COC(=O)C1CCN(c2nc3ccccc3nc2C(C#N)C(=O)NC2CCCC2)CC1 (stereo unspecified)
32%	CCC1c2nccn2CCCN1C(=O)CCc1c(C)noc1C (stereo unspecified)
-34%	COc1ccc(NC(=O)Cn2nc(C(F)(F)F)c3c2CCCC3)cc1OC
-9%	Cc1ccc2c(CN(C)CCOc3ccccc3F)cc(=O)oc2c1C
?	CCn1c(=O)cc(OCC(=O)NCc2ccccc2Cl)c2ccccc21
-29%	CCC1Oc2ccc(NC(=O)C(CC)c3ccccc3)cc2CN(Cc2ccccc2)C1=O (stereo unspecified)
-3%	COCCC(=O)N1CCC(c2noc(C3CC3)n2)C1 (stereo unspecified)
-3%[86.2 µM]	C[C@@H](NC(=O)N1CCOC[C@H]1c1ncc(-c2ccc(Cl)cc2)[nH]1)c1ccccc1
3%	CCOC(=O)N1CCc2c(sc(NCc3cc(OC)c(OC)cc3OC)c2C(=O)Nc2ccc(OCC)cc2)C1
-21%	C#CCn1c(O)c(N=NC(=O)C(O)c2ccccc2)c2ccccc21 (stereo unspecified)
19%	COC(=O)c1ccc(CO/N=C/c2ccc(Cl)cc2Cl)cc1
?	CCOC(=O)c1c(C)[nH]c(CCC(=O)NCc2cc(Br)ccc2OC)c1C
-14%[86.2 µM]	CC(=O)Nc1ccc([C@H]2OCC(=O)N(Cc3ccccc3)[C@@H]2CO)cc1
-2%	O=C1NCCOCCCN(C(=O)c2nccc3ccccc23)[C@H]2CCCC[C@@H]12
5%	Cc1[nH]c2ccccc2c1C(=O)COC(=O)C(C)C
?	CCOc1ccc(NC(=O)c2c(NC(=O)CN3CCCC(C)C3)sc3c2CCC3)cc1 (stereo unspecified)
?	CCN(CC)C(=O)Oc1ccc2c(C)c(-c3ccccc3)c(=O)oc2c1
28µM*	Cc1ccc2nc(C3CCN(Cc4ccc(-c5cccs5)cc4)CC3)[nH]c(=O)c2c1
?	COCCOc1cc(C)c2c(c1C)C[C@H](C(C)C(=O)NCc1cccs1)CC2 (stereo partly specified)
?	CC(=O)OCCNC(=O)c1cc2ccccc2oc1=O
4%	COc1cc(=O)n2c(c1C(=O)Nc1ccccc1Cl)CCCC2
-4%	Cc1ccc(C(=O)OC2CCCN(C)C2)cc1 (stereo unspecified)
?	COc1ccc(CC(=O)N2CCc3cc(OC)c(OC)cc3C2O)cc1OC (stereo unspecified)

Next part:
KDM5B inhibitor	Molecule
-6%	CC(=O)c1ccc(N=Nc2ccc(N)cc2)cc1
20%	CC1CCC(NC(=O)C(=O)Nc2ccc(C(C)(C)C)cc2)CC1 (stereo unspecified)
?	CCOc1ccccc1CNC(=O)c1ccc2c(c1)sc1nc(-c3ccccc3)cn12
14%	CCOC(=O)C(C)NC(=O)Cn1ncc2c(=O)oc3ccc(C)cc3c21 (stereo unspecified)
25%	CC(=O)c1cccc(NC(=O)C(C)N(C)CC(=O)Nc2ccc(Cl)cc2)c1 (stereo unspecified)
28µM*	Cc1cc(C)n(CC(=O)N[C@@H]2CN(c3ncccn3)C[C@H]2CN(C)C)n1
24%	NC(=O)NNC(=S)NC1CCCCC1
?	COC(=O)C(C)OC(=O)/C=C/c1ccc2ccccc2n1 (stereo unspecified)
8%	COc1ccccc1CCNC(=O)C(=O)NCC(c1cccs1)S(=O)(=O)c1ccc(F)cc1 (stereo unspecified)
1%[86.2 µM]	CCOC(=O)C[C@@H]1C[C@@H](C(C)C)[C@H](CNC(=O)NC(C)C)C=C1C
15%	Cn1cc(-c2ccncc2)cc1C(=O)N1CCN(c2ccccc2Cl)CC1
2%	O=C(CSc1ncnc2sc3c(c12)CCCC3)Nc1cccc(F)c1
?	Clc1cc(N2CCN(c3ncccn3)CC2)n2nccc2n1
0%	O=C(CN1C(=O)NC(c2ccccc2Cl)C2=C1COC2=O)Nc1ccc(C(F)(F)F)cc1 (stereo unspecified)
-8%	CCN(C(=O)CSc1ncc2c(n1)-c1cc(Cl)ccc1N(Cc1ccccc1)S2(=O)=O)c1cccc(C)c1
-14%	COc1ccc(C2(c3ccc(OC)cc3)C=Cc3c(ccc4ccc(O)cc34)O2)cc1
-52%	CC1=Nc2cc(C(=O)N3CCCCC3)ccc2Sc2ccc(C)cc21
?	Oc1ccc(-c2nc(-c3ccc(Cl)s3)cs2)cc1
-5%	COc1ccccc1NC(=O)Cn1c(=O)n(-c2cccc(C)c2)c(=O)c2c1cc(C)n2C
-14%	Cc1cccc(-c2nc(CCNC(=O)c3ccc(Br)o3)cs2)c1
18%	CN(c1ccccc1)S(=O)(=O)c1c(-c2cccc(F)c2)csc1C(=O)NCc1ccccc1
32%	CCc1ccc(N/C(=N/c2nc(C)cc(C)n2)NC(C)=O)cc1
?	Cc1c(CC(=O)NCCCO)c(=O)oc2cc3c(cc12)CCC(C)(C)O3
?	COc1ccc(C(=O)/C=C/c2cccc(OCc3ccccc3)c2)cc1CSCC(=O)O
-12%[86.2 µM]	CN1CCN(Cc2nc(C3(O)CCN(C(=O)c4ccccc4F)CC3)cs2)CC1
?	O=C(COc1ccccc1)N1CCOc2ccc(CN3CCc4ccccc4C3)cc2C1
-15%	COc1ccc(Nc2ccccc2)cc1
?	COc1ccc(CNC(=O)CC2N=C3c4ccccc4N=C(SCC(=O)Nc4ccc(N(C)C)cc4)N3C2=O)cc1 (stereo unspecified)
3%&-15%	COc1ccccc1C(=O)Nc1cccc(OCc2cc(=O)n3ccccc3n2)c1
?	Cc1cccc(-c2c3c(=O)n(C)c(=O)n(C)c3c3cnc4ccccc4n23)c1
-44%	Cc1c(CNC2CCCCCC2)c(C(=O)O)c(C)n1Cc1cccc(Cl)c1
?	COc1cccc(CSc2nc(-c3ccccc3OC)nc3c2Cc2c(CO)cnc(C)c2O3)c1
12%	CC(=O)N1CCN(c2ncnc3c2c(-c2ccccc2)cn3-c2cccc(C)c2)CC1
?	CCOC(=O)c1c(NC(=S)N2CCN(C)CC2)sc2c1CCN(C(=O)OCC)C2
-5%	CCCn1c(=O)n(CCC(=O)NC2(c3noc(C)n3)CCCCC2)c2ccccc21
-6%	CCc1cc(=O)n(CC(=O)Nc2ccc(OC)cc2)c(-c2cccc(F)c2)n1
10%	CC(C)NC(=O)N1CCCC(c2noc(COc3ccccc3F)n2)C1 (stereo unspecified)
-15%	O=C(c1ccc(-c2ccccc2)cc1)c1cc2ccccc2o1
-3%	Cc1cccc(NC(=O)CSc2nc(-c3ccco3)nc3cc(=O)[nH]n23)c1
?	c1ccc(Nc2nc(CSc3nnnn3C3CCCC3)cs2)cc1
5%	CCOC(=O)C1=CN(CC(=O)NCc2ccc(Cl)cc2)S(=O)(=O)N=C1C
13%	Cc1cnc(C(=O)NC2C[C@H]3CC[C@@H](C2)N3C(=O)c2ccc(Br)o2)cn1 (stereo partly specified)
?	Cc1ncoc1C(=O)N1CC(c2noc(C3CCCN3CC3CC3)n2)C1 (stereo unspecified)
21%	O=C(NCc1cccc(Cl)c1)C1CCN(c2ncnc3nc[nH]c23)CC1
12%	Cn1c(=O)c2c(ncn2CC(=O)Nc2ccccc2C(=O)NCC2CCCO2)n(C)c1=O (stereo unspecified)
5%[149 µM]	CC(C)NC(=O)N1CC2ON=C(C(=O)N3CCOCC3)C2C1 (stereo unspecified)
-31%	Cc1ccccc1CN1CC[C@@H]2CN(S(C)(=O)=O)[C@@H]2C1
6%	CN1CCC(N(C)S(=O)(=O)c2ccc(NC(=O)c3cc4c(F)cccc4s3)cc2)CC1
-4%	CS(=O)(=O)Cc1cccc(C(=O)N2CCN(CCc3ccccc3)CC2)c1
-12%	O=C([C@@H]1C[C@H](F)CN1C(=O)Nc1cccc(Cl)c1)N1CCCCC1

(cont.)
KDM5B inhibitor	Molecule
0%	O=Cc1ccc(-c2cccnc2)o1
-19%	CCOC(=O)c1c(C)oc2c(Cl)cc(NS(=O)(=O)c3ccc(Cl)c(C)c3)cc12
-10%	CN(C)C[C@@H]1CN(Cc2ccccc2)C[C@H]1NC(=O)c1ccn(C)n1
8%	Cc1ccc(OCC(=O)NCc2cccc(NC(=O)C3CC3)c2)c(Br)c1
-46%	O=C(NCc1ccco1)c1ccc2c(c1)N(Cc1ccc(F)cc1)C(=O)c1ccccc1S2=O (stereo unspecified)
?	CN(Cc1cccnc1)c1ccc2ncc(Nc3cccc(C(F)(F)F)c3)n2n1
?	CCOC(=O)CNC(=O)c1cc(-c2ccc(Cl)cc2)nc2ccccc12
10%	COc1ccc(CNC(=O)COC(=O)c2ccc(C)c(S(=O)(=O)N3CCOCC3)c2)cc1OC
?	CNC(=O)c1cc(-c2ccc(C)cc2)cc2c1OCCN2Cc1cccnc1
0%	O=C(NCCc1ccc(Cl)cc1)c1ccc2c(c1)nc1n2CCOC1
13%	CN(C(=O)CSc1nc2ncccc2o1)c1ccc(F)cc1
7.9µM*	COCCN1CCCCCC(O)c2cc(C(=O)N(C)Cc3ccc(N4CCCCC4)cc3)ccc21 (stereo unspecified)
-24%	O=C(c1ccnc2ccccc12)N1CCC2(CC1)Nc1ccccc1NC2=O
-17%	CCn1c(=O)n(-c2ccc(F)c(Cl)c2)c(=O)c2c3c(sc21)CN(C(C)=O)CC3
-4%	Cc1c(C(=O)CSc2nnc(C3CC3)n2C2CC2)oc2ccccc12
?	Cc1ccc(C(=O)c2cn(Cc3cccc(C)c3)c3nc(C)ccc3c2=O)cc1
?	COc1ccc(N2CCN(C(=O)Cn3c(-c4cccs4)cc4ccccc43)CC2)cc1

Another view of part of the listing above.
Compound | KDM5B inhibitor
Cc1ccc(OCC(=O)NCc2cccc(NC(=O)C3CC3)c2)c(Br)c1 | 8%
O=C(NCc1ccco1)c1ccc2c(c1)N(Cc1ccc(F)cc1)C(=O)c1ccccc1S2=O (stereo unspecified) | -46%
CN(Cc1cccnc1)c1ccc2ncc(Nc3cccc(C(F)(F)F)c3)n2n1 | ?
CCOC(=O)CNC(=O)c1cc(-c2ccc(Cl)cc2)nc2ccccc12 | ?
COc1ccc(CNC(=O)COC(=O)c2ccc(C)c(S(=O)(=O)N3CCOCC3)c2)cc1OC | 10%
CNC(=O)c1cc(-c2ccc(C)cc2)cc2c1OCCN2Cc1cccnc1 | ?
O=C(NCCc1ccc(Cl)cc1)c1ccc2c(c1)nc1n2CCOC1 | 0%
CN(C(=O)CSc1nc2ncccc2o1)c1ccc(F)cc1 | 13%
COCCN1CCCCCC(O)c2cc(C(=O)N(C)Cc3ccc(N4CCCCC4)cc3)ccc21 (stereo unspecified) | 7.9µM*
O=C(c1ccnc2ccccc12)N1CCC2(CC1)Nc1ccccc1NC2=O | -24%
CCn1c(=O)n(-c2ccc(F)c(Cl)c2)c(=O)c2c3c(sc21)CN(C(C)=O)CC3 | -17%
Cc1c(C(=O)CSc2nnc(C3CC3)n2C2CC2)oc2ccccc12 | -4%
Cc1ccc(C(=O)c2cn(Cc3cccc(C)c3)c3nc(C)ccc3c2=O)cc1 | ?
COc1ccc(N2CCN(C(=O)Cn3c(-c4cccs4)cc4ccccc43)CC2)cc1 | ?

These rows are one share of the data; the hit share may differ from the screen's.
